# BAZ2B block: blocks human BAZ2B | Potency, µM (top dose mostly 114 µM), inactives show at the highest dose activity change, negative = inhibition, actives largely listed as inhibitors | 360,000 compounds, 4.4% hits | AlphaScreen BAZ2B-H3K14Ac peptide displacement | Q9UIF8; also: potency is read from the fitted curve at half-maximal effect; % is scaled to controls: 0 for no effect and ±100 for the full control effect; nearly all actives have a fitted effect of over 60% in size
#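 Inhibition is scored as reduced AlphaScreen emission. The BAZ2B/b-H3(5-23)K14Ac complex (50 nM each) in PBS pH 7.4, 0.01% Tween-20 meets compound (up to 110 uM) for 30 min at RT before bead addition.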
# GLS inhibitor: blocks human kidney-isoform glutaminase activity; GLS enzymatic activity, qHTS titration; O94925; Potency, µM (doses to about 45.5 µM), inactives show at the top dose activity change, negative = inhibition, actives largely listed as inhibitors; AID 624170; 410,000 compounds, 0.21% hits; also: potency is read from the fitted curve at half-maximal effect; % is scaled to controls: 0 for no effect and ±100 for the full control effect
#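 Glutamate formation by hKGA was monitored fluorometrically using coupled glutamate oxidase, HRP and Amplex Red. Substrate was added as 1 mM L-glutamine solution; incubation was 30 min at RT after an initial read.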
# 12-LOX inh: inhibitors of human 12S-lipoxygenase ALOX12; purified 12hLO, xylenol orange hydroperoxide absorbance; Potency, µM (titrated, usually from 108 µM), for inactives: at the highest dose activity change, negative = inhibition, usual class: inhibitors; 580,000 compounds, 1.1% hits; AID 1671190; also: potency is read from the fitted curve at half-maximal effect; % is scaled to controls: 0 for no effect and ±100 for the full control effect
# Target sequence (P18054 whole entry, looked up): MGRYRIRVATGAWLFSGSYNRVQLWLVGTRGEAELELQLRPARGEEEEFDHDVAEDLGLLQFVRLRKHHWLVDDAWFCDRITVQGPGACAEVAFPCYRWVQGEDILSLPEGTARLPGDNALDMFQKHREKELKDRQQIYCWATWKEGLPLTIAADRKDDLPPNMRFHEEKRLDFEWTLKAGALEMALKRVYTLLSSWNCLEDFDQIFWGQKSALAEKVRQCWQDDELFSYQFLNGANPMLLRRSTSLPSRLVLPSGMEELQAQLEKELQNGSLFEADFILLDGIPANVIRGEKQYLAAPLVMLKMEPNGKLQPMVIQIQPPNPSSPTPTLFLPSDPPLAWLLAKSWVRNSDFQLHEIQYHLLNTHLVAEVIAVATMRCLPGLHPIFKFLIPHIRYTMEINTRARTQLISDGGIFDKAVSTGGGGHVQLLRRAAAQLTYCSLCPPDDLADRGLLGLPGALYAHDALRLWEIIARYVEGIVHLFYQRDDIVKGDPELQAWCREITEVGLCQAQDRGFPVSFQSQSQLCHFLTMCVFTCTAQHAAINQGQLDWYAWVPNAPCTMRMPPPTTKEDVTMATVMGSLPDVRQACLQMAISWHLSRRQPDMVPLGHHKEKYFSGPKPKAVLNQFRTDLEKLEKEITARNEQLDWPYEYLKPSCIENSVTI
#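 Purified human 12hLO at 150 nM in 25 mM Hepes, 0.01% Triton X-100, pH 7.0, preincubated 15 min at room temperature with compound. Reaction started with 40 uM arachidonic acid, 30 min at room temperature. Hydroperoxide measured by Fe-xylenol orange, 573/405 nm absorbance ratio.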
# ERG-DNA inh: inhibitors of human ERG Ets domain-DNA interaction; fluorescence polarization, His-ERG Ets domain / labelled DNA; Potency, µM (titrated, usually from 76.9 µM), for inactives: at the highest dose FP activity, negative = inhibition, most hits filed as inhibitors; 370,000 compounds, 0.028% hits; active = well fitted inhibition curve with a large enough effect in the polarisation, with a control signal flat; inconclusive = small, poorly fitted or top-dose-only effect, or effect the other way, or a change in a side signal; inactive = no such curve, though single readings can be large or run the other way; the % refers to the polarisation;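 also: polarization taken with two DNA probes labelled with fluorescein and Texas red; potency is read from the fitted curve at half-maximal effect; % of control where 0% means no effect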
#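 His-tagged ERG Ets domain (1 uM in the protein solution; 300mM KCl, 50mM Tris-HCl, 1mM EDTA, 1mM DTT, pH 7.5) received compound, then a probe mix of 5 nM fluorescein-DNA and 100nM Texas-615-DNA. Fluorescence polarization was read for both dyes.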
# PI4K2A inh: PI4K2A (human) kinase inhibition | 420,000 compounds, 0.13% hits | activity change, negative = inhibition, % at 76.9 µM | purified PI4K2A, ADP-Glo luminescence, 1 h; stronger effect = lower value | Q9BTU6 | AID 1346378; in the data active = activity change below about -50%; inconclusive = mostly about -30% to -49%;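 also: -100% = wells without enzyme as full effect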
#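 In this quantitative HTS, ADP production by PI4K2A was quantified luminescently after 1 h at ambient temperature; 100 microM adenosine served as plate-quality control.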
# HP1b binding inh: inhibitors of HP1-beta chromodomain binding to methylated histone tails | P83916 | AlphaScreen HP1-beta / biotin-H3K9me3 peptide binding | Potency, µM (titrated, usually from 114 µM), for the others: at the top dose activity change, negative = inhibition, usual class: inhibitors | 390,000 compounds, 0.56% hits | AID 540317; also: potency is read from the fitted curve at half-maximal effect; nearly all actives have a fitted effect of over 70% in size; inactives centre near 23
# Target sequence (P83916 whole entry, looked up): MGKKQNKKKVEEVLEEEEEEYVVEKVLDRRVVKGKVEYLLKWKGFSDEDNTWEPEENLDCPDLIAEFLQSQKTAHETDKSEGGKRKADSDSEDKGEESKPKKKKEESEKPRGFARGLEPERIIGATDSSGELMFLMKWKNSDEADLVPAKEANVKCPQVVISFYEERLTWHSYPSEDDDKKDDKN
#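 Compound inhibition of the preformed complex between 50 nM HP1-beta and 50 nM biotinylated H3K9me3 peptide was read by AlphaScreen. Buffer was PBS pH 7.4 with 0.01% Tween-20. Incubations ran 30 min at room temperature, with 10 ug/mL donor/acceptor beads.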
# RGS4 inhibitor: blocks human RGS4-accelerated GTP hydrolysis. Potency, µM (top dose mostly 114 µM), for the others: top-dose activity change, negative = inhibition, most hits filed as inhibitors. P49798. AID 504845. Transcreener GDP fluorescence polarization, RGS4-accelerated GTP hydrolysis. 390,000 compounds, 0.039% hits; also: potency is read from the fitted curve at half-maximal effect; % is scaled to controls: 0 for no effect and ±100 for the full control effect; nearly all actives have a fitted effect of over 75% in size; some results filed as inactive show a strong effect at the top dose
# Target sequence (P49798 whole entry, looked up): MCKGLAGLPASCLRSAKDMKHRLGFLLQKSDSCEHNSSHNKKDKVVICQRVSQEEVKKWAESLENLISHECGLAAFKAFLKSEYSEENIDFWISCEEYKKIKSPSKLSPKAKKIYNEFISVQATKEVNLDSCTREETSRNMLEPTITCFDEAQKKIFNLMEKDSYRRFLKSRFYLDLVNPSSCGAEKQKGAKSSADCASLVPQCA
#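 MLSMR compounds (23 nl, pin-transferred) preincubated 10 min at room temperature with a 500nM (2x) first reagent, then RGS4 at 900nM (2x) plus Transcreener GDP mix added; fluorescence polarization (620/688 nm) read before and after 90 min at 30 °C.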
# G9a block: blocks human histone lysine methyltransferase G9a | Potency, µM (titrated, usually from 102 µM), without a hit: at the top dose activity, negative = inhibition, actives largely listed as inhibitors | G9a H3K9 monomethylation, AlphaScreen, 2 h | 350,000 compounds, 8.8% hits; also: potency is read from the fitted curve at half-maximal effect; % is scaled to controls: 0 for no effect and ±100 for the full control effect; nearly all actives have a fitted effect of over 75% in size
#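 AlphaScreen read-out: biotin-H3K9 peptide (500 nM) methylation by 20 nM enzyme with 20 uM SAM, 2 h at room temperature after 15 min compound preincubation; anti-monomethyl H3K9 antibody plus donor/acceptor beads, 10 min dark.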
# JMJD2A Tudor: inhibitors of human JMJD2A Tudor domain; O75164; AlphaScreen JMJD2A-Tudor / H3K4me3 peptide binding; Potency, µM (series often up to 114 µM), for inactives: at the highest dose activity change, negative = inhibition, most hits filed as inhibitors; 390,000 compounds, 4.4% hits; AID 504339; also: potency is read from the fitted curve at half-maximal effect; % is scaled to controls: 0 for no effect and ±100 for the full control effect; nearly all actives have a fitted effect of over 50% in size
# An asterisk follows results filed as active; ? = inconclusive; nt = not tested or not shown; & = joins results of further samples; [ ] = dose if it differs, or a comment. Unless noted, calls follow the shape of the dose curve; as a rule, active = well fitted curve in the direction sought with a large enough effect; inconclusive = small, poorly fitted or top-dose-only effect, or another doubt; inactive = no such curve, though single readings can be large; an effect the other way counts as inactive or inconclusive. This is a subset (hit frequency here may not be typical).
JMJD2A Tudor	12-LOX inh	G9a block	GLS inhibitor	PI4K2A inh	BAZ2B block	RGS4 inhibitor	HP1b binding inh	ERG-DNA inh	SMILES
?	-4.0%	-6.6%	-0.6%	8.1	-18.0%	-26.6%[11.4 µM]	5.6%	0.8%	O=C(NCCCN1CCCCC1)C1CCN(c2ncnc3c2nc2n3CCCCC2)CC1
-14.7%[11.4 µM]	-14.9%	25.1µM*	-1.2%	8.1	-19.5%	10.0%[11.4 µM]	14.8%	4.6%	CCN(CC)S(=O)(=O)c1ccc2c(c1)nc(CCC(=O)O)n2C
-21.2%	0.5%	-1.1%[59 µM]	-4.1%	0.9	5.8%	-35.0%	78.2%	-5.3%	CCOC(=O)c1ccc(NC2OC(=O)c3ccccc32)cc1 (stereo not drawn)
-11.8%[11.4 µM]	-2.2%	nt	12.0%	-13.0	-2.4%	-4.1%[11.4 µM]	28.6%	-12.9%	CCNc1nc(NC(C)C)nc(N(C)C#N)n1
-17.6%	10µM*	?	7.3%	-0.1	-14.1%	?	-19.6%	-6.1%	O=C(O)Cn1cc(C(=S)N2CCOCC2)c2ccccc21
-18.5%	-0.3%	-22.1%	7.4%	1.1	3.8%	-11.4%	18.8%	4.7%	O=c1[nH]c2ccccc2n1CCCSCCCn1c(=O)[nH]c2ccccc21
-6.4%	2.3%	-1.7%[2.33 µM]	-10.0%	3.0	-4.9%	1.1%	35.8%	6.2%	CC[C@@]12C(=O)N(c3ccccc3)C(=O)N1[C@H](c1ccc(OC)cc1)[C@@H]1C(=O)N(C(C)(C)C)C(=O)[C@@H]12
?	8.6%	-44.9%[59 µM]	18.6%	-0.6	-36.9%	12.5%	-10.2%	-5.6%	Cc1[nH]c2ccccc2c1/C=N/NC(=O)c1cccc(S(=O)(=O)Nc2ccccc2Cl)c1
-9.0%	-19.3%	nt	-0.3%	-0.6	-9.5%	-11.3%	35.0%	4.9%	CC(Oc1ccc(C(C)(C)C)cc1)C(=O)NC1CC(C)(C)NC(C)(C)C1 (stereo not drawn)
-1.4%	3.4%	-27.4%	2.8%	-5.4	-12.4%	-30.8%	27.1%	-1.3%	NC(=O)c1ccc(NC(=O)Cn2c(=O)n(-c3ccccc3)c(=O)c3oc4ccccc4c32)cc1
-9.7%	-6.1%	9.7%	7.8%	5.9	-16.6%	19.8%	3.5%	-4.3%	CC(C)C(C(=O)NCC1CCCO1)N(CC1CCCO1)C(=O)CNS(=O)(=O)c1ccccc1 (stereo not drawn)
-9.4%	-3.3%	0.7%[59 µM]	9.0%	-1.6	1.5%	-0.1%	20.2%	nt	Cc1ccc(NC(=O)CCC(=O)n2nc(C)cc2C)c(C)c1
10.3%	-23.4%	4.4%[59 µM]	5.6%	6.5	1.8%	2.0%	52.8%[activator]	0.6%	COc1ccc(C(=O)Nc2c(C(=O)c3ccc(F)cc3)oc3ccccc23)cc1
-4.0%	1.3%	-6.1%	-0.5%	3.7	0.1%	42.7%	26.2%	1.1%	CCC(Cc1ccccc1)NC(=O)Cn1ncc2ccsc2c1=O (stereo not drawn)
-9.0%	-2.4%	-43.5%	-12.0%	2.4	1.2%	-19.0%	21.9%	12.2%	Cc1noc(C)c1COc1ccc(C(=O)NCC(c2c(F)cccc2Cl)N(C)C)cc1 (stereo not drawn)
-11.6%	?	50.1µM*	5.8%	-12.5	-24.6%	-8.0%	14.0%	-0.4%	O=C(c1ccc([N+](=O)[O-])cc1)c1cc2ccc(O)cc2oc1=O
-9.3%	0.0%	nt	20.1%	-1.1	0.9%	-16.8%	62.7%[activator]	2.5%	O=C(Cn1c(NCCCO)nc2ccccc21)c1ccc(F)cc1
?	-0.3%	nt	2.1%	2.1	nt	13.7%	-4.1%	-3.0%	Cn1cncc1C#Cc1c(-c2ccsc2)sc2ccccc12
-14.9%	0.0%	-0.2%	2.4%	2.5	-1.0%	-2.4%	20.2%	-3.9%	Cc1onc(-c2c(F)cccc2Cl)c1C(=O)Nc1nc2ccccc2[nH]1
-3.7%	11.4%&-22.9%	-10.4%[2.33 µM]	-0.9%	-4.1	8.4%	-28.8%	39.0%	-2.9%	O=C(COC(=O)c1c[nH]c2ccccc12)NC1CCCCC1
-15.8%	-15.2%	20.4%	-12.0%	4.4	0.6%	5.5%	13.9%	8.9%	NC(=O)CC1NC(=O)c2ccccc21 (stereo not drawn)
-27.0%	-16.9%	?	9.7%	-0.4	?	-8.3%	5.6%	-7.0%	COc1ccc(NC(=O)N2CCN(c3ccc([N+](=O)[O-])cc3)CC2)cc1OC
-5.3%[57.1 µM]	27.6%	19.6%[59 µM]	11.7%	0.2	-4.5%[57.1 µM]	30.1%	30.7%	5.3%	O=C(N/N=C1\CCCc2ccccc21)c1ccc([N+](=O)[O-])cc1Cl
0.7%	-8.4%	26.9%	-4.0%	-3.5	-3.5%	8.8%	52.2%[activator]	0.0%	COC(=O)/C=C/c1cnc2ccccc2c1
-14.6%	-6.1%	70.8µM*	-12.5%	-2.5	-16.9%	-26.4%	56.2%[activator]	15.4%	CN(C)C(=S)NC(=NCc1ccc([N+](=O)[O-])cc1)c1ccccc1

# Next section.
JMJD2A Tudor	12-LOX inh	G9a block	GLS inhibitor	PI4K2A inh	BAZ2B block	RGS4 inhibitor	HP1b binding inh	ERG-DNA inh	SMILES
-7.6%	17.4%	-7.6%[0.501 µM]	-6.1%	-4.6	10.3%	-7.2%	39.2%[activator]	5.6%	O=c1c2ccccc2[nH]c(=S)n1Cc1ccccc1
-7.6%	-3.9%	nt	7.2%	-0.7	nt	-4.3%	24.0%	nt	COc1cc(C(=O)c2ccccc2C(=O)O)c(OC)c2c1CCCC2
-11.3%	410.7%[activator]	6.31µM*	-0.1%	3.5	2.8%	-52.8%	24.6%	-8.6%	CCOc1ccc(C(=O)NN2C(=O)C3C4C=CC(O4)C3C2=O)cc1 (stereo not drawn)
7.2%	-16.7%	21.9%[12.7 µM]	10.5%	-3.8	-27.4%	0.2%	44.3%[activator]	-1.7%	O=C(O)c1ccc(CSc2nnc(-c3ccncc3)n2-c2ccc(Br)cc2)cc1
-7.4%	-13.9%	?	-1.8%	-4.3	9.1%	-12.3%	64.8%[activator]	10.8%	CN(CC(=O)Nc1ccccc1Cl)C(=O)c1cc(C2CC2)nn1-c1ccccc1
-18.8%	-14.9%	-31.2%[59 µM]	-7.1%	0.7	2.4%	-38.2%	17.6%	-2.4%	COc1cc2c(cc1NC(=O)CSc1nnc(Cc3cccs3)n1C)oc1ccccc12
-8.3%	0.0%	-33.2%[59 µM]	0.7%	-9.4	-15.4%	-11.5%	27.5%	3.0%	CCOC(=O)N1CCc2c(sc3c2c(=O)n(-c2ccc(F)cc2)c(=O)n3CC(=O)c2ccccc2)C1
-3.8%	-22.6%	-20.4%[0.0925 µM]	14.6%	4.7	-5.7%	17.5%	-1.0%	-1.6%	Cc1cc(N)ccc1NC(=O)c1ccccc1
-28.2%	?	-6.5%[59 µM]	16.0%	-2.9	-20.8%	9.3%	15.1%	-1.9%	CCO[C@H]1OC(C(=O)N2CCN(Cc3ccc4c(c3)OCO4)CC2)=C[C@@H](c2ccccc2)[C@@H]1CCCO
-12.2%	3.7%	nt	3.6%	-0.3	nt	15.6%	12.5%	nt	CCOc1ccccc1C(=O)N(Cc1ccccc1)Cc1cc2cc3c(cc2[nH]c1=O)OCCO3
11.3%	18.1%	0.3%	4.3%	-5.8	1.1%	-6.5%	28.0%	6.5%	CC(C)(C)CC(=O)O/N=C(\N)c1ccncc1
-16.0%[57.1 µM]	0.0%	-65.5%	20.4%	-0.3	11.9%	-11.0%[56.9 µM]	1.2%	-3.1%	COCc1[nH]nc2c1C(c1ccsc1)C(C#N)=C(N)O2 (stereo not drawn)
?	?	-10.4%[59 µM]	11.8%	5.3	?	?	?	?	CCOC(=O)/C=C(/C)N1N=C(c2ccc(OC)cc2)CC1c1cccc([N+](=O)[O-])c1 (stereo not drawn)
-29.9%	19.0%	-5.4%	6.6%	-2.6	?	3.4%	30.0%	6.3%	O=[N+]([O-])c1ccc(N2CCN(S(=O)(=O)c3ccccc3)CC2)cc1
-9.0%	2.9%	-3.7%	2.0%	3.7	-14.3%	25.6%	25.2%	-2.4%	CS(=O)(=O)N(CC(=O)NCCSCc1ccco1)c1ccc2c(c1)OCO2
?	10.4%[57.4 µM]	44.7µM*	2.4%	-3.6	44.7µM*	-11.7%	-8.4%	4.8%	O=C(Nc1ncc(Br)s1)C(Cc1ccccc1)n1cccc1 (stereo not drawn)

# Among those listed so far, these have two or more sulfur atoms:
JMJD2A Tudor	12-LOX inh	G9a block	GLS inhibitor	PI4K2A inh	BAZ2B block	RGS4 inhibitor	HP1b binding inh	ERG-DNA inh	SMILES
?	-0.3%	nt	2.1%	2.1	nt	13.7%	-4.1%	-3.0%	Cn1cncc1C#Cc1c(-c2ccsc2)sc2ccccc12
-18.8%	-14.9%	-31.2%[59 µM]	-7.1%	0.7	2.4%	-38.2%	17.6%	-2.4%	COc1cc2c(cc1NC(=O)CSc1nnc(Cc3cccs3)n1C)oc1ccccc12
-9.0%	2.9%	-3.7%	2.0%	3.7	-14.3%	25.6%	25.2%	-2.4%	CS(=O)(=O)N(CC(=O)NCCSCc1ccco1)c1ccc2c(c1)OCO2

# Source: PubChem BioAssay
